Bioassay records from PubChem BioAssay.
MC4R antag cAMP – human MC4R antagonism in cAMP assay. inhibition, % at 6.5 µM. MC4R-expressing cells, MTII-stimulated cAMP, LANCE TR-FRET. actives 0.48% (n = 360,000);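 active = inhibition above its plate's cutoff, the mean of tested wells on that plate plus 3 SD, cut at about 29% in these data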;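 also: 0% = Melanotan II alone and 100% = Melanotan II plus saturating MCL0020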
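Material: U2OS-MC4R stable cell line | Reagent: Melanotan II challenge after compound preincubation | Doses: One concentration, 6.5 µM nominal | Incubation: 30-min compound preincubation, 1-h Melanotan II challenge, 1-h detection, room temperature | Signal: TR-FRET cAMP assay | Replicates: One well per compound, no replicates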
MC4R ag barr – human MC4R agonism via beta-arrestin; AID 540308; activation, % at 8.9 µM; U2OS MC4R beta-arrestin complementation, luminescence; percent of melanotan II response, DMSO zero; actives 0.98% (n = 360,000); P32245;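 active = activation above a per-plate cutoff, the mean activation of sample wells on that plate plus 3 SD, cut at about 8% in these data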
ABHD5-PLIN5 inh – ABHD5-PLIN5 protein interaction inhibition; actives 0.78% (n = 360,000); Split G. princeps luciferase complementation, luminescence, 4 h; inhibition, % at 4 µM;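 active = inhibition above the mean inhibition across every tested compound plus 3 SD, cut at about 22% in these data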;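 also: 0% = DMSO only wells and the 100% control is not disclosed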
Cardio protect – protects H9c2 cardiomyocytes from peroxide injury; H2O2 injury protection, ATPLite, 2 h; protection from H2O2 cell death, % at 20 µM; actives 0.63% (n = 360,000); AID 588492;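 active = compounds giving at least 50% protection of heart cells from peroxide-induced death in the single-dose screen, raw or plate-pattern-corrected value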;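 also: 0% = DMSO wells with peroxide and 100% = DMSO wells without peroxide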
ABCB6 inh 2 – inhibitors of human ABC transporter ABCB6; Q9NP58; fluorescence ratio to DMSO, % at 10 µM; actives 0.19% (n = 360,000); K562-ABCB6 porphyrin accumulation, flow cytometry, 1 h; hits give low values;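 active = fluorescence ratio to DMSO below 75%, the collection mean minus 3 SD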;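 also: signal is porphyrin accumulated inside mitochondria; 100% equals median channel fluorescence of DMSO control wells; lower ratio means ABCB6 inhibition with less porphyrin fluorescence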
Target sequence (Q9NP58 whole entry, looked up): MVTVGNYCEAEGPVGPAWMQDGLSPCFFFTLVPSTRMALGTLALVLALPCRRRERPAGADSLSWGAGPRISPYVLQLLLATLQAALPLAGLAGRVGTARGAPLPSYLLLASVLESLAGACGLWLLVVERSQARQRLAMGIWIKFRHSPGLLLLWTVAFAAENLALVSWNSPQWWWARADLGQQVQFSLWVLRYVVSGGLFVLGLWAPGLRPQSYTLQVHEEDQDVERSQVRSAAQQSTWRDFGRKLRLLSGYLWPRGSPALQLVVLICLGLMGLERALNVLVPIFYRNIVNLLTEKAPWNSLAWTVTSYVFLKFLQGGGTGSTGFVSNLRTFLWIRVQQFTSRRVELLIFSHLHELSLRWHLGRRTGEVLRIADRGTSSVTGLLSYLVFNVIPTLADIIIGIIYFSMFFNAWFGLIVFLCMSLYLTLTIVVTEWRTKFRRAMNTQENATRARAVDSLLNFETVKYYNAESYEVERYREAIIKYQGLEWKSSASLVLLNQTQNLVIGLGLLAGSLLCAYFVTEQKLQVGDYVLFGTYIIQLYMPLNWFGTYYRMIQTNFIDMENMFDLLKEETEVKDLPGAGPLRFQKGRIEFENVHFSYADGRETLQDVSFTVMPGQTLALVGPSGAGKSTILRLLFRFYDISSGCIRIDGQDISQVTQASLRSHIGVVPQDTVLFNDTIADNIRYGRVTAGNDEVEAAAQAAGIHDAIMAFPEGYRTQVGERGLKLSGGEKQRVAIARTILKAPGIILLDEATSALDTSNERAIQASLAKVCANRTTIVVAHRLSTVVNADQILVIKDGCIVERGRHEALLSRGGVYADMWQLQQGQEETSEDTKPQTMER
PDI inh – blocks human protein disulfide isomerase activity | P07237 | PDI insulin aggregation turbidity, A650, 90 min | inhibition, % at 10 µM | actives 0.052% (n = 350,000) | AID 588391;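 active = mean inhibition across replicates of 30% or more, whatever share of single replicates reach that level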;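 also: absorbance from insulin aggregation driven by PDI reduction with DTT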
N-glyco inh – N-linked glycosylation inhibition | D54 ERlucT glycosylation luciferase reporter, 24 h; percent of 100 nM tunicamycin response | reporter increase, % at 12.5 µM | actives 0.23% (n = 360,000) | AID 588692;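 active = mean luciferase reporter signal, scaled so untreated is 0 and the glycosylation-blocking control 100, at or above a set limit in every replicate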;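 also: luciferase carries N-glycosylation sites so blocking glycosylation raises the light; 0% = median of neutral control wells and 100% = median of 100 nM tunicamycin wells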
HTR2A ag – activates the mouse 5-HT2A serotonin receptor. actives 0.66% (n = 360,000). activation, % at 7.6 µM. CHO-K1 mHTR2A beta-arrestin complementation, luminescence; percent of 30 µM serotonin response;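 active = activation above a run cutoff, the mean activation of all tested compounds plus 3 SD, cut at about 14% in these data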;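 also: 0% = plate median of compound wells and 100% = 30 µM serotonin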
Granule exo inh – blocks lytic granule exocytosis; TALL-104 LAMP-1 surface exposure, flow cytometry; cells stimulated with thapsigargin and PMA; inhibition, % at 10 µM; actives 0.66% (n = 360,000);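 active = inhibition above about 55%, limit read from the data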
CaV13 FRET inh – Disruptors of the CACNA1D IQ motif to Ca2+-dependent inactivation inhibitor domain association, primary screening, Förster resonance energy transfer in intact living …. HEK cells, CFP/YFP FRET ICDI-IQ, plate reader, 10 min; percent FRET-ratio fall versus neutral wells. inhibition, % at 12.3 µM. actives 0.098% (n = 340,000). AID 743397;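 active = mean replicate inhibition of at least 30% and at least 1% of replicates passing that level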;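 also: 0% = median of the neutral control wells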
* = called active by the depositor; . = not tested or not shown. Compounds as they come. About 4.2% of those tested had a hit in this group.

1. CCOc1ccccc1NC(=O)Cn1cnc2c(nnn2-c2cccc(OC)c2)c1=O
2. O=C(O)/C=C/C(=O)c1ccc(O)cc1
3. CCN(CC)c1ccc(/C=N/NC(=O)CNC(=O)c2ccc3c(c2)OCCO3)cc1
4. COc1cccc(NC(=O)C2CCN(S(C)(=O)=O)CC2)c1
5. Cc1ccc(C(=O)n2c(-c3ccccc3)cnc2SCC(=O)Nc2ccc(C)cc2C)cc1
6. CN(CCC1CCOCC1)C(=O)CC1C(=O)NCCN1Cc1ccccc1F (centres undefined)
entry no.	1	2	3	4	5	6
MC4R antag cAMP	0	2	2	16	7	-6
MC4R ag barr	-1.1	-0.1	-0.4	-0.7	-0.4	0.8
ABHD5-PLIN5 inh	1	86*	10	-4	-1	1
Cardio protect	4	0	-2	2	0	5
ABCB6 inh 2	98	104	100	102	93	99
PDI inh	.	1	-3	1	2	-14
N-glyco inh	2	0	-2	1	3	2
HTR2A ag	3	-2	7	-3	3	6
Granule exo inh	6	1	74*	3	-1	4
CaV13 FRET inh	-6	-6	-3	.	-15	-11

7. CC1=C(C)CC2C(C1)C(=O)c1ccc(Br)cc1S2(=O)=O (centres undefined)
8. O=c1ccc(-c2ccc(S(=O)(=O)NCC3CCN(Cc4cccc(F)c4)CC3)s2)n[nH]1
9. CC(C)C(=O)N1CCN(c2ccc(NC(=O)c3cccs3)cc2)CC1
10. Cc1cc([N+](=O)[O-])ccc1-c1ccc(/C=N/NC(=O)c2ccc(Br)o2)o1
11. COc1cccc(-c2nnc(SCC3CNC(=O)O3)n2-c2ccc(Cl)cc2)c1 (centres undefined)
12. Cc1cccc(NC(=O)COC(=O)c2cccc(S(=O)(=O)N3CCCCCC3)c2)c1
entry no.	7	8	9	10	11	12
MC4R antag cAMP	17	-2	20	14	8	13
MC4R ag barr	-3.0	0.2	-0.6	-1.9	-1.5	5.3
ABHD5-PLIN5 inh	-13	8	-3	10	1	-16
Cardio protect	4	0	-1	-21	-1	-1
ABCB6 inh 2	97	104	88	110	67*	97
PDI inh	1	-5	13	-1	14	8
N-glyco inh	3	-2	2	23	-1	4
HTR2A ag	5	-5	3	-2	4	-2
Granule exo inh	-2	-10	2	6	2	-9
CaV13 FRET inh	16	-5	-12	-6	-4	-6

13. CC(=O)Nc1ccc(S(=O)(=O)N2CCC(C(=O)NCc3ccncc3)CC2)cc1
14. C[C@H](NC(=O)c1cc2cc(Cl)ccc2n1C)C(=O)N1CCC(C(=O)O)CC1
15. Cc1ccccc1Nc1nc(CSc2nnnn2-c2ccccc2)cs1
16. CCOC(=O)CN(C(=O)Cn1nnc2ccccc21)C(C(=O)NCCOC)c1ccccc1 (centres undefined)
17. CC(C)CC1NC(=O)N(CC(=O)Nc2cc(S(=O)(=O)N3CCOCC3)ccc2Cl)C1=O (centres undefined)
18. Cc1cc(C)c(S(N)(=O)=O)c(C)c1N(C)S(=O)(=O)c1ccc(Cl)cc1
entry no.	13	14	15	16	17	18
MC4R antag cAMP	4	-5	5	6	12	6
MC4R ag barr	-1.9	-2.3	-1.9	-1.6	-0.6	-4.7
ABHD5-PLIN5 inh	1	-7	-11	5	8	2
Cardio protect	0	1	-2	2	5	-2
ABCB6 inh 2	102	96	121	90	100	78
PDI inh	8	1	1	13	3	6
N-glyco inh	0	0	-1	0	3	-3
HTR2A ag	-4	4	-1	0	4	-7
Granule exo inh	4	-9	4	0	15	3
CaV13 FRET inh	-4	-4	-4	-5	-3	-9

19. CC(C)Oc1ccc(Br)cc1C(=O)N/N=C/c1c[nH]c2ccccc12
20. COc1ccc(/C=N/NC(=O)Nc2cccc3nsnc23)c(OC)c1
21. O=C(NCC1OCCc2ccccc21)c1ccco1 (centres undefined)
22. Cc1ccc(C(=O)OCC(=O)NCc2cccs2)cc1C
23. Cc1ccc(S(=O)(=O)N(C)C)cc1NC(=O)C1CCN(C(=O)Nc2ccccc2)CC1
24. COC(=O)c1sccc1NC(=O)Nc1cc(OC)ccc1OC
entry no.	19	20	21	22	23	24
MC4R antag cAMP	10	3	6	16	2	11
MC4R ag barr	3.9	0.4	-0.8	-1.9	-0.8	-4.3
ABHD5-PLIN5 inh	-14	-2	6	5	-1	-3
Cardio protect	-3	4	5	-5	-2	1
ABCB6 inh 2	95	105	91	102	99	93
PDI inh	1	4	-5	0	1	-2
N-glyco inh	13	-1	0	1	2	2
HTR2A ag	-2	-3	4	-2	-9	5
Granule exo inh	24	0	-5	-4	-1	-5
CaV13 FRET inh	-2	.	-1	-3	-6	-5

Entries of single compounds, quoted from the list.
Listed for `O=C(NCC1OCCc2ccccc21)c1ccco1` (centres undefined) → MC4R antag cAMP = 6; MC4R ag barr = -0.8; ABHD5-PLIN5 inh = 6; Cardio protect = 5; ABCB6 inh 2 = 91; PDI inh = -5; N-glyco inh = 0; HTR2A ag = 4; Granule exo inh = -5; CaV13 FRET inh = -1
Listed for `Cc1ccc(S(=O)(=O)N(C)C)cc1NC(=O)C1CCN(C(=O)Nc2ccccc2)CC1` → MC4R antag cAMP = 2; MC4R ag barr = -0.8; ABHD5-PLIN5 inh = -1; Cardio protect = -2; ABCB6 inh 2 = 99; PDI inh = 1; N-glyco inh = 2; HTR2A ag = -9; Granule exo inh = -1; CaV13 FRET inh = -6
Listed for `CC(C)Oc1ccc(Br)cc1C(=O)N/N=C/c1c[nH]c2ccccc12` → MC4R antag cAMP = 10; MC4R ag barr = 3.9; ABHD5-PLIN5 inh = -14; Cardio protect = -3; ABCB6 inh 2 = 95; PDI inh = 1; N-glyco inh = 13; HTR2A ag = -2; Granule exo inh = 24; CaV13 FRET inh = -2

Continued:
25. NC(=O)CC(NC(=O)Cc1ccc(Cl)cc1)c1ccc(NCCCN2CCCC2=O)c([N+](=O)[O-])c1 (centres undefined)
26. O=C(NCCc1c[nH]c2ccccc12)/C(=C\c1cccnc1)NC(=O)c1ccccc1F
27. CC(C)c1nc2sc3c(NCc4ccccc4)ncnc3c2c2c1COC(C)(C)C2
28. Cc1noc(C)c1NC(=O)N(C)C[C@H]1Oc2ccc(NS(=O)(=O)c3ccc(F)cc3)cc2C(=O)N([C@H](C)CO)C[C@@H]1C
29. O=c1c2[nH]c3ccc(F)cc3c2ncn1C1CCCCC1
30. CN(C(=O)c1cccc(NC(=O)Cc2cccc(NC(=O)C3CCN(C(=O)c4ccccc4)CC3)c2)c1)C1CC1
entry no.	25	26	27	28	29	30
MC4R antag cAMP	16	12	2	5	11	-2
MC4R ag barr	-0.2	-1.8	0.9	-1.4	-1.3	0.3
ABHD5-PLIN5 inh	0	3	-3	-5	-8	5
Cardio protect	3	4	-13	2	-11	-8
ABCB6 inh 2	102	100	104	98	83	105
PDI inh	-5	8	-6	2	2	4
N-glyco inh	1	2	0	3	0	1
HTR2A ag	1	0	1	-8	6	10
Granule exo inh	-4	1	3	5	-2	0
CaV13 FRET inh	-10	-17	.	-5	.	-7

31. COc1ccccc1CNCc1cc(Br)ccc1OC
32. N#C/C(=C\c1ccc(Br)s1)C(=O)N1CCN(c2ccccc2)CC1
33. Cc1cccc(Nc2nc(CC(=O)O)cs2)c1
34. Cc1nnc(N/N=C/c2ccc([N+](=O)[O-])cc2)n1N
35. Cc1ccnc(NC(=O)c2ccc([N+](=O)[O-])o2)c1
36. CCCCC(=O)OCc1c(-c2cccc(OC)c2)ncc2ccccc12
entry no.	31	32	33	34	35	36
MC4R antag cAMP	3	-5	18	-3	4	11
MC4R ag barr	-1.1	-0.2	-3.1	0.6	-0.7	2.5
ABHD5-PLIN5 inh	4	0	-10	-36	3	2
Cardio protect	-1	-2	-1	-1	2	-3
ABCB6 inh 2	97	98	107	93	96	97
PDI inh	-4	11	4	-1	5	-2
N-glyco inh	-1	1	-1	6	6	-3
HTR2A ag	-7	3	-3	4	0	-2
Granule exo inh	-3	-4	0	0	1	-1
CaV13 FRET inh	-4	-3	-6	9	.	-6

37. Nc1ccc(C(=O)N/N=C/c2cn(Cc3ccc(F)cc3)c3ccccc23)cc1
38. CC(C)OCCCNC(=O)c1sc(=S)n(C)c1N
39. CCCCCCn1c(NCC)nc2c1c(=O)[nH]c(=O)n2C
40. COc1ccccc1NS(=O)(=O)c1cccc(C(=O)NN=C2CCCCCC2)c1
41. Cc1ccc(N2CCN(Cc3ccccc3)CC2=O)c(C)c1
42. CCOC(=O)C1C(=O)CC(C)(O)C(C(=O)OCC)C1c1cc(Br)ccc1OC (centres undefined)
entry no.	37	38	39	40	41	42
MC4R antag cAMP	-12	-2	-11	1	5	5
MC4R ag barr	-1.1	-0.4	-1.6	0.2	-2.2	-1.5
ABHD5-PLIN5 inh	3	-3	-3	0	8	0
Cardio protect	-5	0	11	8	0	4
ABCB6 inh 2	87	97	95	97	103	107
PDI inh	12	-5	1	-2	1	11
N-glyco inh	-1	2	1	2	-1	0
HTR2A ag	-5	11	7	2	-5	-3
Granule exo inh	-14	0	-1	-3	12	-2
CaV13 FRET inh	.	.	-4	-5	-7	-3

43. O=C(O)CCC(=O)NNC(=O)COc1ccc2ccccc2c1Br
44. O=C(Nc1ccc(N2CCN(Cc3ccccc3F)CC2)cc1)c1ccccc1[N+](=O)[O-]
45. Cc1oc(-c2ccc(Cl)cc2)nc1CSCC(=O)NCCCN1CCOCC1
46. Cn1c(=O)oc2cc(S(=O)(=O)NCc3ccccn3)ccc21
47. COc1cccc(C(=O)NC2CCN(C(=O)N3c4ccccc4Sc4ccccc43)CC2)c1
48. O=C(c1ccc(Cl)c(S(=O)(=O)N2CCCCC2)c1)N1CCCC1
entry no.	43	44	45	46	47	48
MC4R antag cAMP	-2	-10	9	-5	4	-3
MC4R ag barr	-1.9	0.9	0.1	-0.3	-2.6	-2.6
ABHD5-PLIN5 inh	2	-1	6	9	4	-4
Cardio protect	0	-2	3	6	-5	-1
ABCB6 inh 2	100	102	94	99	101	90
PDI inh	4	-2	27	.	-2	-1
N-glyco inh	2	-6	-1	2	2	-1
HTR2A ag	-1	-2	-3	-1	3	5
Granule exo inh	-1	-3	0	8	3	2
CaV13 FRET inh	-5	-1	-5	-6	-8	-5

49. CCC(C)C(=O)C(=O)N1CCC(n2nccc2NC(=O)CCOc2ccccc2)CC1 (centres undefined)
50. COC(=O)c1cc(C(=O)Nc2ccc(Cl)cn2)cc([N+](=O)[O-])c1
51. CCc1c(C)sc(NC(=O)c2cnn3cccnc23)c1C#N
52. CCN(C(=O)CSc1nnc(NCCOC)s1)c1c(N)n(Cc2ccccc2)c(=O)[nH]c1=O
53. COC(=O)NC1CCS(=O)(=O)C1 (centres undefined)
54. CSc1ncccc1C(=O)OCc1ccc(C#N)cc1
55. COc1ccccc1OCC(=O)NNC(=O)CSC(=S)N1CCCC1
entry no.	49	50	51	52	53	54	55
MC4R antag cAMP	1	14	-2	1	2	8	8
MC4R ag barr	-0.2	0.9	4.7	-0.7	2.1	-2.0	-0.7
ABHD5-PLIN5 inh	6	-3	-9	-1	-4	3	-2
Cardio protect	-1	0	10	6	4	8	4
ABCB6 inh 2	94	98	100	102	108	84	93
PDI inh	15	-2	2	-7	-4	-2	3
N-glyco inh	0	0	2	3	3	-4	2
HTR2A ag	0	3	8	10	-7	-2	-4
Granule exo inh	-2	-2	0	-2	0	0	5
CaV13 FRET inh	-15	-4	-2	-2	-9	-5	-2
